SR-BI HDL uptake: blocks mouse SR-BI lipid uptake from DiI-HDL; AID 488896; ldlA[mSR-BI] CHO cells, DiI-HDL uptake fluorescence, 3 h; inhibition, % at 12.5 µM; Q61009; hit rate 0.96% among 320,000;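 active = mean replicate inhibition of at least 70% and a set share of replicates each scoring 70 or more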;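 also: 0% = median of neutral control wells and 100% = median of positive control wells; values of inactives mirror those of a sister screen read the other way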
Target sequence (Q61009 whole entry, looked up): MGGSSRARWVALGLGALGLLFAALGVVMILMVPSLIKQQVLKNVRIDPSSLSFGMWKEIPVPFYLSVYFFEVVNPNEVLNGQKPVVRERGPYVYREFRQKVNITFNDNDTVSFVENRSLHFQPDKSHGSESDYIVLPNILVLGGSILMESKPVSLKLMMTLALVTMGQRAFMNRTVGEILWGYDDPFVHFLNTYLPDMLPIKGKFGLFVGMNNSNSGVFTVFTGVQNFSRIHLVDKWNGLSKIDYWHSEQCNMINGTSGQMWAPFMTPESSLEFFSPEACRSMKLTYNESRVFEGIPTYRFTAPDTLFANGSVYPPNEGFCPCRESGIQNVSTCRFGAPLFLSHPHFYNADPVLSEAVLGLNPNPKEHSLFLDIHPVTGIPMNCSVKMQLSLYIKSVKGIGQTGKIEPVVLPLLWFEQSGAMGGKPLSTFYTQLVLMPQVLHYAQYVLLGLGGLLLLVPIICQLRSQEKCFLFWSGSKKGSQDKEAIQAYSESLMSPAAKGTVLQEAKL
dFosB activator: mouse delta FosB homodimer activation. P13346. purified delta FosB, TAMRA-CDK5 oligo fluorescence polarization; percent of positive-control signal above neutral wells. activation, % at 25 µM. hit rate 0.99% among 340,000;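 active = mean activation above about 17%, with every replicate also reaching it, limit read from the data, passing the limit was not always enough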;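 also: fluorescence polarization rise as delta FosB binds a TAMRA Cdk5 AP-1 oligo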
HTR5A inv ctr: counter-screen for OPRM1-OPRD1 inverse agonists: human HTR5A inverse agonism. HTR5A cell line, luminescence. inhibition, % at 9.3 µM. hit rate 0.083% among 340,000; in the data active = inhibition mostly above about 23%, no sharp cut-off; inactive = mostly below about 18%;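 also: 0% = cells with DMSO and 100% = no-cell wells with DMSO; some compounds called inactive have numbers as strong as hits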
MITF act: activators of MITF-driven TRPM1 promoter activity in SK-MEL-5 cells; SK-MEL-5 TRPM1-promoter luciferase, 24 h; % of positive control, neutral wells = 0; activation, % at 12.5 µM; hit rate 0.75% among 300,000; AID 588334;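 active = mean activation of at least 80% with every replicate also reaching 80%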;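 also: 0% = neutral control wells and 100% = parthenolide positive control wells; values of inactives mirror those of a sister screen read the other way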
V-ATPase pHluor: regulators of yeast V-ATPase proton transport; response, % at 10 µM; S. cerevisiae, pHLuorin cytosolic pH fluorescence; hit rate 0.37% among 350,000; AID 504577; in the data active = response mostly above about 7.3%, no sharp cut-off; inactive = mostly below about 5.4%; also: actives read high; inactives centre near 0; some compounds called inactive have numbers as strong as hits; reference of the scale not given here
HTR5A ag ctr: counter-screen for OPRM1-OPRD1 agonists: human HTR5A agonism; HTR5A agonist assay, luminescence, cell-based; activation, % at 9.3 µM; hit rate 0.61% among 340,000; P47898; in the data active = activation mostly above about 9.5%, no sharp cut-off; inactive = mostly below about 7.6%;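 also: 0% = cells with vehicle only and 100% = reference agonist; strong numbers were not always called active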
PvdQ acylase: blocks Pseudomonas aeruginosa PvdQ acylase activity; inhibition, % at 10 µM; AID 488965; purified PvdQ acylase, fluorescence plate reader; hit rate 0.063% among 340,000; in the data active = inhibition above about 30%, passing the limit was not always enough;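 also: 0% = vehicle neutral wells and 100% = reference inhibitor wells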
NSD2 inh: NSD2 (human) methyltransferase inhibition. O96028. NSD2 peptide methylation, AlphaScreen, 120 min. inhibition, % at 12.5 µM. hit rate 0.54% among 310,000. AID 743445; in the data active = inhibition above about 50%
CDK5 inh: CDK5/p35 (human) kinase inhibition. hit rate 0.01% among 330,000. inhibition, % at 10 µM. AID 488839. Recombinant CDK5/p35, ADP-Glo luminescence, 60 min. Q00535+Q15078;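 active = highest replicate inhibition of at least 50% and at least 75% of replicates reaching 50%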;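 also: plate controls were DMSO neutral control for no effect and GW8510 at 10 µM for full effect; many of its hits are not listed in these tables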
Target sequence (Q00535 whole entry, looked up): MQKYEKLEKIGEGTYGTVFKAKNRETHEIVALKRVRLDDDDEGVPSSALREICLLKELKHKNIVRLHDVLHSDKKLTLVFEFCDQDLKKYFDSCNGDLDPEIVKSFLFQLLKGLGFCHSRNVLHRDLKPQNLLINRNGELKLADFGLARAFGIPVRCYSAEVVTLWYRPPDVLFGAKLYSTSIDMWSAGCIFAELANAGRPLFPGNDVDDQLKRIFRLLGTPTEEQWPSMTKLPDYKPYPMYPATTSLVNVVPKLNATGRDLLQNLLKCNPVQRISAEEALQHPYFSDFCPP
Target sequence (Q15078 whole entry, looked up): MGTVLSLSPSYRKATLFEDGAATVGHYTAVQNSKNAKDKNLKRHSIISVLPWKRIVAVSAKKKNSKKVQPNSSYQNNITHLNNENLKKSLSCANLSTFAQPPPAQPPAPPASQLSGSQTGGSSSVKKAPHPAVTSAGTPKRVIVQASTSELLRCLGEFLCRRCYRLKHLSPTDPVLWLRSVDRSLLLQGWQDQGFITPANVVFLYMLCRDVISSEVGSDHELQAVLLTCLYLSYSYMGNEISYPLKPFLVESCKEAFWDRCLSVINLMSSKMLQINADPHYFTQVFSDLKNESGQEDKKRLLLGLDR
Wnt bcat act: Wnt/beta-catenin pathway activation; Wnt/beta-catenin reporter cell assay, activator, plate reader; hit rate 1.2% among 300,000; AID 743398; activation, % at 9.35 µM; in the data active = activation above about 30%, passing the limit was not always enough;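 also: 0% = neutral control wells and 100% = positive control wells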
* = called active by the depositor; nt = not tested or not shown.

SMILES | SR-BI HDL uptake | dFosB activator | HTR5A inv ctr | MITF act | V-ATPase pHluor | HTR5A ag ctr | PvdQ acylase | NSD2 inh | CDK5 inh | Wnt bcat act
O=C(Nc1ccc(N2CCOCC2)cc1)C1=NN(c2ccccc2)C(=O)CC1 | 15 | -5 | -3 | -4 | 2 | 1 | -9 | -2 | -10 | 5
CC(=C\C(=O)O)/C(=C/c1ccc(C)o1)C(=O)O | -24 | -2 | 0 | -6 | 2 | 1 | -8 | 3 | -5.6 | 1
O=C(NC1CC1)C1CCN(C2CCN(C(=O)Cc3ccc4c(c3)OCO4)CC2)CC1 | -14 | -7 | -11 | -1 | 2 | 10 | -5 | -2 | 0.9 | -2
COc1cccc(CN(C)Cc2cc(=O)oc3cc(O)c(Cl)cc23)c1 | -1 | -8 | -2 | 1 | -3 | 0 | -16 | -1 | -0.4 | 11
Clc1ccc2nc(CSc3nncn3-c3ccccc3)cn2c1 | -12 | -8 | 3 | -8 | -7 | -1 | -5 | -2 | -0.6 | -5
Cc1nc(CN2CCCCC2)cc(=O)[nH]1 | -7 | -3 | 6 | -3 | 0 | -2 | 7 | 2 | 0.6 | 0
CNC(=O)COC(=O)c1cc(-c2ccc(OC)cc2)nc2ccccc12 | 22 | -30 | -3 | 40 | -4 | 1 | 9 | -1 | 1.1 | 14
CC(C)(C)n1ncc2c(=O)n(CC(=O)N3CCCc4ccccc43)cnc21 | 11 | 5 | -9 | -2 | 3 | 4 | 5 | -1 | 0.2 | -1
CC(C)c1ccc(NS(=O)(=O)c2ccc(Cl)nc2)cc1 | -3 | 1 | -24 | 3 | -1 | 5 | -11 | -7 | nt | nt
CCOC(=O)CNS(=O)(=O)c1cc(-c2nnc(Nc3ccc4c(c3)OCO4)c3ccccc23)ccc1C | 49 | -12 | 14 | -7 | 0 | -5 | -2 | -2 | -0.2 | nt
Cc1ncc(CN2CCCC(C(=O)Nc3ccc(-n4ccnc4C)cc3)C2)cn1 (centres undefined) | -7 | -2 | -10 | -5 | -3 | 3 | -6 | 6 | -0.9 | 1
CCCCc1nc2cc(C(=O)NCc3ccccn3)ccc2o1 | -4 | -5 | -1 | 6 | -5 | -2 | 6 | -3 | -0.2 | 2
O=C(CNC(=O)C(c1ccccc1)c1ccccc1)N/N=C\c1ccc2c(c1)OCO2 | -31 | 6 | -32 | 10 | 3 | 9 | 2 | 1 | -2.0 | 5
COc1cc(C(=O)Nc2cc(C)cc(C)c2)c(-n2cnnn2)cc1OC | 13 | -9 | 13 | 0 | 0 | -5 | -16 | 0 | 0.8 | 0
Cn1c(=O)c2c(ncn2CC(=O)OCC(=O)Nc2ccc(Cl)cc2)n(C)c1=O | 11 | -4 | 2 | 5 | 0 | -1 | -11 | -1 | -0.6 | nt
CC(=O)N1CCCc2cc(S(=O)(=O)Nc3ccc4c(c3)OCO4)ccc21 | 10 | 4 | 2 | -12 | 1 | -1 | 4 | 3 | 0.4 | nt
O=C(c1ccncc1)N1CCN(S(=O)(=O)c2cccc([N+](=O)[O-])c2)CC1 | -41 | -1 | -5 | -8 | -2 | 2 | -10 | 3 | 0.9 | -2
CCC(Oc1ccccc1)C(=O)Nc1ccccc1C(=O)N1CCN(C)CC1 (centres undefined) | -25 | -6 | -2 | -5 | -1 | 4 | -12 | -2 | 1.1 | -2
Cc1coc2cc3oc(=O)c(CCC(=O)NCCN4CCOCC4)c(C)c3cc12 | 28 | -11 | -3 | 16 | -1 | 3 | -7 | nt | -0.8 | -1
CC(=O)NNc1ncnc2c1cnn2-c1ccccc1 | -12 | -5 | -6 | 3 | -1 | 3 | -13 | 0 | -2.5 | 1

Compound profiles, from the list above. Screens in order: SR-BI HDL uptake, dFosB activator, HTR5A inv ctr, MITF act, V-ATPase pHluor, HTR5A ag ctr, PvdQ acylase, NSD2 inh, CDK5 inh, Wnt bcat act
CC(C)(C)n1ncc2c(=O)n(CC(=O)N3CCCc4ccccc43)cnc21 reads 11, 5, -9, -2, 3, 4, 5, -1, 0.2, -1
Clc1ccc2nc(CSc3nncn3-c3ccccc3)cn2c1 reads -12, -8, 3, -8, -7, -1, -5, -2, -0.6, -5
O=C(NC1CC1)C1CCN(C2CCN(C(=O)Cc3ccc4c(c3)OCO4)CC2)CC1 reads -14, -7, -11, -1, 2, 10, -5, -2, 0.9, -2
CC(=O)N1CCCc2cc(S(=O)(=O)Nc3ccc4c(c3)OCO4)ccc21 reads 10, 4, 2, -12, 1, -1, 4, 3, 0.4, nt

More records
SMILES | SR-BI HDL uptake | dFosB activator | HTR5A inv ctr | MITF act | V-ATPase pHluor | HTR5A ag ctr | PvdQ acylase | NSD2 inh | CDK5 inh | Wnt bcat act
CC(C)c1nc2sc3c(=O)[nH]cnc3c2c2c1CCCC2 | nt | -8 | 9 | 7 | 3 | 4 | -2 | -9 | 0.8 | 0
O=C(C1CCCN(Cc2ccccc2)C1)N1CCc2ccccc2C1 (centres undefined) | -12 | -3 | 4 | nt | -2 | -3 | -4 | 10 | -0.8 | nt
O=C(NCCc1c[nH]c2ccccc12)/C(=C\c1ccco1)NC(=O)c1ccco1 | 14 | 3 | -3 | -11 | 2 | 1 | -3 | nt | 0.9 | -2
O=C(COC(=O)/C=C/c1ccc(Cl)cc1)NCCN1C(=O)CSC1=O | 1 | -12 | 8 | -13 | -3 | -3 | -6 | -1 | -0.9 | -2
CCOC(=O)C(C)Sc1nnc(CSc2nc3nc(C)cc(C)n3n2)o1 (centres undefined) | -13 | -1 | -2 | -8 | -1 | 1 | -5 | -2 | 1.9 | nt
Cc1cc(C)cc(-n2nnnc2SCC(=O)N2CCOCC2)c1 | -10 | -4 | 22 | -3 | 8 | 3 | -14 | 6 | -0.4 | -3
Cc1ccc2cc3c(NC(=O)C4CCCO4)nn(CC(C)C)c3nc2c1 (centres undefined) | 41 | -7 | -6 | nt | 10 | 2 | -13 | 20 | -2.9 | -1
CCOC(=O)c1cnn(-c2nc(-c3ccccc3F)cs2)c1C(F)(F)F | 4 | 3 | 12 | 17 | -1 | -5 | -7 | -11 | -1.7 | -2
Cc1ccc(S(=O)(=O)NC(CC(C)C)C(=O)Oc2ccc3c4c(c(=O)oc3c2)CCC4)cc1 (centres undefined) | -33 | -6 | -3 | -4 | -1 | 2 | 8 | -3 | -0.2 | -2
Cc1ccc(/C=N/NC(=O)c2csc3c2CCCC3)cc1 | 2 | -4 | 11 | 37 | -3 | -5 | 1 | 1 | 0.0 | nt
CC(C)(C)NC(=O)C12CCC(C)(c3nc4ccccc4nc31)C2(C)C (centres undefined) | 6 | -12 | -57 | 5 | 0 | 1 | -6 | -4 | -0.2 | nt
Cc1ccccc1NC(=O)CCN1CCN(C)CC1 | -22 | -8 | -4 | -14 | 5 | 1 | -7 | -5 | 2.0 | -1
C=CCn1c(N2CCOCC2)nc2c1c(=O)[nH]c(=O)n2C | -19 | 4 | 10 | -2 | -1 | -4 | -5 | -2 | -0.4 | -1
CCN(Cc1ccncc1)C(=O)c1cc(Br)cc(Br)c1O | -14 | -1 | 15 | -4 | 2 | 4 | -2 | 0 | 1.2 | -1
CCCNC(=O)CN1C(=O)c2ccccc2Sc2ncccc21 | -9 | -1 | -9 | -10 | -1 | 2 | -2 | -3 | 0.2 | -2
COc1ccc(/C=N/NC(=O)CNC(=O)c2ccc(S(=O)(=O)N3CCCC3)cc2)c(OC)c1 | 84* | -8 | -4 | -3 | -4 | 1 | -4 | -2 | -1.3 | 1
CCOC(=O)C1=C(c2ccccc2)NC(=O)NC1c1cccc(OC)c1OC (centres undefined) | nt | -5 | 1 | nt | 0 | 3 | -9 | -2 | -0.1 | -1
O=C(CCc1nc2ccccc2[nH]1)N1CCN(C(=O)c2ccco2)CC1 | -3 | 4 | 11 | 6 | -1 | -4 | -14 | nt | 0.9 | 3
O=C(Nc1ccc2c(c1)OCO2)c1ccc(Br)s1 | 30 | -6 | 0 | 25 | -3 | 2 | -3 | -3 | -1.6 | nt
Cc1cc(C)cc(N(C(=O)C(F)(F)F)C(C(=O)NC2CCCCC2)c2cccs2)c1 (centres undefined) | 0 | -2 | 8 | -1 | -1 | 8 | -12 | 11 | 1.2 | 2
COc1cc(CC(=O)OCC(=O)NC2CCCC2)cc(OC)c1OC | -14 | 6 | -6 | 1 | 12* | 2 | -7 | -1 | 0.3 | -2
CCc1cc(=O)oc2c(C)c(OC(C)C(=O)N3CCC[C@@H]3C(=O)O)ccc12 (some centres undefined) | 12 | -2 | 1 | -3 | -1 | -5 | 5 | nt | -0.6 | -1
Cn1cnc(S(=O)(=O)Nc2cc(C(F)(F)F)ccc2N2CCOCC2)c1 | -16 | -7 | -2 | -6 | 2 | 1 | -11 | -2 | -0.4 | 0
CCCCN1CN(S(=O)(=O)c2ccc(OC)cc2)c2nc3ccccc3nc21 | 2 | -15 | 18 | 12 | 0 | 3 | -6 | -3 | -1.4 | 1
O=C(CCc1ccccc1)Nc1ccc(S(=O)(=O)Nc2nccs2)cc1 | 3 | -1 | -25 | -14 | -8 | 0 | 9 | 9 | 1.9 | -1
O=[n+]1c2c(n([O-])c3cc(F)ccc31)CCCC2 | -12 | 0 | 10 | -2 | -3 | -3 | -14 | nt | 1.1 | -3
Cc1onc(-c2c(F)cccc2Cl)c1C(=O)c1ccccc1O | -13 | -7 | 16 | -6 | -3 | 0 | 6 | -1 | 0.3 | 3
O=C(CN1CCOCC1)c1c[nH]c2ccccc12 | -12 | -2 | 5 | 8 | -3 | 1 | 18 | 6 | -0.2 | -1
O=C(COC(=O)c1cncc(Br)c1)NCC1CCCO1 (centres undefined) | 5 | -4 | -14 | -6 | 0 | 1 | -11 | 2 | 1.3 | -7
CCCCCn1c(NCc2ccco2)nc2ccccc21 | 0 | 12 | -8 | 5 | -4 | 3 | -7 | nt | -2.5 | -1
CSc1ncccc1C(=O)N1CCCC(CCC(=O)NCc2ccccc2F)C1 (centres undefined) | 18 | -9 | 9 | -8 | -3 | 2 | -12 | -6 | 0.2 | -6
CCOc1ccc(NC(=O)COc2ccc(C(=O)NC3CCCc4ccccc43)cc2OC)cc1 (centres undefined) | 65 | -16 | -23 | -36 | -1 | 2 | 6 | 0 | 1.7 | 0
C[C@H](CO)N1C[C@H](C)[C@@H](CN(C)Cc2ccncc2)Oc2ccc(NC(=O)Cn3cnnn3)cc2C1=O | -6 | -8 | -25 | -3 | -3 | 6 | 6 | nt | -0.2 | -1
Cc1cc(=O)[nH]c(SCc2ccc(Cl)cc2Cl)n1 | -14 | -3 | -14 | 0 | 0 | 4 | -12 | 1 | 0.7 | 1
CC1CCCCN1Cc1nc2ccccc2c(=O)[nH]1 (centres undefined) | -33 | -2 | -3 | nt | 4 | 2 | 6 | -1 | -0.7 | 23
O=C(Cn1ccc([N+](=O)[O-])n1)N1CCCCC1 | nt | 2 | -2 | -3 | 0 | 7 | -12 | 0 | -0.1 | -1
COc1ccccc1CC(=O)NC12CC3CC(CC(C3)C1)C2 | -5 | 0 | 8 | nt | -5 | -2 | -17 | -1 | 2.0 | -2

Entries above with two or more sulfur atoms, in the order listed:
SMILES | SR-BI HDL uptake | dFosB activator | HTR5A inv ctr | MITF act | V-ATPase pHluor | HTR5A ag ctr | PvdQ acylase | NSD2 inh | CDK5 inh | Wnt bcat act
CCOC(=O)C(C)Sc1nnc(CSc2nc3nc(C)cc(C)n3n2)o1 (centres undefined) | -13 | -1 | -2 | -8 | -1 | 1 | -5 | -2 | 1.9 | nt
O=C(CCc1ccccc1)Nc1ccc(S(=O)(=O)Nc2nccs2)cc1 | 3 | -1 | -25 | -14 | -8 | 0 | 9 | 9 | 1.9 | -1

High-throughput results from PubChem BioAssay.
